CTSL1 counter = cathepsin L1 inhibition, PFM18AAP counter-screen; inhibition, % at 5.96 µM; 300,000 compounds, 0.49% hits; recombinant F. hepatica cathepsin L1, Z-Leu-Arg-MCA fluorescence;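 active = inhibition above the mean of all tested compounds plus 3 SD, set per screening campaign, cut at about 17% in these data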;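 also: 0% = plate median of test compound wells and 100% = 1 µM Z-Phe-Ala-diazomethylketone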
PP1 inh = PP1-alpha (human) inhibition in PP5 counter-screen; 320,000 compounds, 0.9% hits; purified PP1alpha, OMFP fluorescence; P62136; inhibition, % at 6.7 µM;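 active = inhibition above the mean inhibition of all tested compounds plus 3 SD, computed separately for each screening campaign, cut at about 15% in these data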
proCasp7 act = counter-screen: procaspase-7 (human) activation. recombinant procaspase-7, Ac-DEVD-pNA absorbance 405 nm; D23A/D198A/D206A triple mutant, cannot self-cleave; scale: DMSO 0, 5 µM enzyme 100. activation, % at 8.5 µM. 330,000 compounds, 0.093% hits. AID 463210;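 active = percent activation above the screen-wide mean plus 3 SD, cut at about 25% in these data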
Target sequence (P55210 whole entry D23A/D198A/D206A): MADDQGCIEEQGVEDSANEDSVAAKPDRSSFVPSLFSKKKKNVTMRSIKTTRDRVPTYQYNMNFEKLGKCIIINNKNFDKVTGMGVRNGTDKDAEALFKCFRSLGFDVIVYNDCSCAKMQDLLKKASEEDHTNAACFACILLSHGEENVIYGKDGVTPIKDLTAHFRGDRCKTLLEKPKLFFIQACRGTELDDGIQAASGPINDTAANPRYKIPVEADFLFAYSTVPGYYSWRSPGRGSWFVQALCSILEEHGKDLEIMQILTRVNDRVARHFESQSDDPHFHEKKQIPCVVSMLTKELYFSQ
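Assay system: Uncleavable procaspase-7 mutant enzyme; Input: 2 µM procaspase-7 mutant as dispensed; Also added: DEVD-pNA substrate; Medium: Zinc-free HEPES pH 7.4 with 300 mM NaCl, 0.01% Triton X-100; Timing: 1 h compound preincubation, 2 h substrate cleavage, 25 °C; Measured by: Epi-absorbance of released pNA at 405 nm, two timepoints.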
PP5 primary = inhibitors of human protein phosphatase 5 (PP5) | P53041 | purified PP5c, OMFP substrate fluorescence | inhibition, % at 6.7 µM | 320,000 compounds, 0.18% hits;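 active = inhibition above the campaign's mean inhibition across all tested compounds plus 3 SD, cut at about 9.5% in these data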;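 also: 0% = DMSO only and 100% = 100 µM cantharidin control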
Target sequence (P53041 whole entry, looked up): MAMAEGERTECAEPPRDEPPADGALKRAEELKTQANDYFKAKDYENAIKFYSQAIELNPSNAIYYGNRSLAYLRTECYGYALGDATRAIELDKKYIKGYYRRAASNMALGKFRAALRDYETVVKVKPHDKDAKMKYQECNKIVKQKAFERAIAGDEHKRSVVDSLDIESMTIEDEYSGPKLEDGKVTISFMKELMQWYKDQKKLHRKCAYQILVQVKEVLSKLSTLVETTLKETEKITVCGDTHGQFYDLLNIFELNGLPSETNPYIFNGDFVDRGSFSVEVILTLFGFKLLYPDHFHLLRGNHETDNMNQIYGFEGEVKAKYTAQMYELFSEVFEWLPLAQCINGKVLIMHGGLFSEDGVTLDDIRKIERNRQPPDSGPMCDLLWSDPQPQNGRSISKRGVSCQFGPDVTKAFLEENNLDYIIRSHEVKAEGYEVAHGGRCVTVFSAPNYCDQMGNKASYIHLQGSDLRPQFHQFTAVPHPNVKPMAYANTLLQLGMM
AHR act = human AHR activation; P35869; activation, % at 5 µM; 320,000 compounds, 2.5% hits; AHR-responsive luciferase reporter cells, luminescence; AID 2796; in the data active = activation above about 47%;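 also: 0% = vehicle wells and 100% = reference agonist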
TPT1 inh = C. albicans TPT1 enzyme inhibition; recombinant caTPT1, FP RNA substrate dephosphorylation; inhibition, % at 5 µM; 300,000 compounds, 0.81% hits;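 active = inhibition above the mean of all tested compounds plus 3 SD, set per screening campaign, cut at about 24% in these data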;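 also: plate controls were DMSO alone for no effect and ferristatin control at 100 nM for full effect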
PAFAH2 inh = PAFAH2 (human) inhibition; recombinant PAFAH2, FP-rhodamine activity probe, fluorescence polarization; AID 492956; 340,000 compounds, 0.99% hits; inhibition, % at 3.39 µM;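 active = inhibition above the mean over all tested compounds plus 3 SD, cut at about 30% in these data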;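 also: inhibitors block probe labeling of enzyme so polarization drops; 0% = enzyme with DMSO and 100% = wells lacking PAFAH2 protein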
proCasp3 act = activates human procaspase-3. recombinant procaspase-3 D3A, Ac-DEVD-pNA absorbance 405 nm. activation, % at 8.5 µM. 330,000 compounds, 0.11% hits. AID 463141;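 active = activation above the mean of all tested compounds plus 3 SD, cut at about 21% in these data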;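 also: 0% = DMSO alone and 100% = DMSO wells spiked with extra 5 µM PC-3 D3A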
Target sequence (P42574 whole entry D9A/D28A/D175A): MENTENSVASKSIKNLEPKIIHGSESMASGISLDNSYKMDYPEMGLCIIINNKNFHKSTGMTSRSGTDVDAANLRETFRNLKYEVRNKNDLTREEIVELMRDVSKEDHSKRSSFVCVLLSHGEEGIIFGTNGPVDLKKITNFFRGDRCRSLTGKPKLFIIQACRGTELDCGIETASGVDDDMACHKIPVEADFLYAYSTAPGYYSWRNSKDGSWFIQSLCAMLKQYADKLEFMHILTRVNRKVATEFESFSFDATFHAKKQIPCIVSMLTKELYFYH
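assay system = Procaspase-3 D3A mutant | signal = absorbance at 405 nm, 0 and 120 min | times = 1 h preincubation plus 2 h reaction at 25 °C | repeats = single replicate | read-out = % activation between DMSO and enzyme-spiked controls | medium = Zinc-free HEPES saline buffer with Triton X-100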
core dimer inh = blocks dimerization of HCV core protein; inhibition, % at 5 µM; TR-FRET GST/Flag-core106 dimerization, 1536-well; 300,000 compounds, 0.33% hits;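 active = inhibition above the mean of all tested compounds plus 3 SD, set per screening campaign, cut at about 45% in these data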
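Assay system – GST-tagged and Flag-tagged HCV core protein residues 1-106 · Quantity – core106 proteins, GST 13.5 nM and Flag 17 nM · Benchmarks – unlabelled core106 and no-GST-core106 wells · Read-out basis – percent inhibition of core106 dimerization signal · Detection – time-resolved FRET, ex 340 nm, em 617 and 671 nm · Schedule – 4 h at 22.5 °C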
Numbers without * were called inactive; . = not tested or not shown; & = joins results of further samples.

nr	molecule	CTSL1 counter	PP1 inh	proCasp7 act	PP5 primary	AHR act	TPT1 inh	PAFAH2 inh	proCasp3 act	core dimer inh
1	Cc1ccc(C2CC(c3ccc(NS(C)(=O)=O)cc3)=NN2C(=O)c2ccco2)cc1 (stereo not given)	5	3	2	0.2	10	-1	-4	-4	2
2	CCCNC(=O)c1noc2c1CCc1cc(OC)ccc1-2	0	-5	6	0.1	-3	2	-3	6	-4
3	CCOC(=O)c1c(C)nc2ccccn12	-2	-3	-2	-0.3	-1	-5	-14	-3	-5
4	CCCCOc1ccc(S(=O)(=O)Nc2ccc(NC(C)=O)cc2)cc1	-1	-2	7	0.6	-1	-3	0	4	-1
5	CCCCOc1ccc(-c2nc(SCC(N)=O)n[nH]2)cc1	2	-1	12	-2.7	5	-3	-2	4	-3
6	COc1cc(CNC(C)(C)CO)cc(Br)c1OCc1ccccc1	0	2	9	0.8	0	-1	-5	2	-5
7	Cc1ccc([N+](=O)[O-])cc1NC(=O)c1cccs1	2	-1	8	-0.1	22	-1	2	8	11
8	Clc1ccc2nc(N3CCN(c4ccccc4)CC3)sc2c1	2	1	5	3.4	-4	-4	-7	1	-2
9	COc1cccc(OC)c1C(=O)Nc1ccc(CN2CCCCC2)cc1	0	-1	6	-3.4	3	1	-2	0	-3
10	CCCCC(=O)N1CC2(C)CN(C(=O)CCCC)CC(C)(C1)C2=O	5	-3	-1	-1.5	-2	-3	1	-1	-2
11	CCOC(=O)CSc1nsc(SCC(=O)OCC)c1C#N	-1	-1	9	1.1	7	0	9	-7	-5
12	O=C1CC(c2ccncc2)c2cc3c(cc2N1)OCO3 (stereo not given)	1	-3	23	0.7	2	2	3	-3	-2
13	OCCN(CCCn1c(-c2ccncc2)nc2ccccc21)c1nc(CN2CCCCC2)cs1	-2	-4	-3	0.6	14	1	-6	5	4
14	CCN(CC)S(=O)(=O)c1ccc(C(=O)N2CCN=C2SC)cc1	4	-7	-3	3.6	0	1	9	2	-2
15	CCCn1c(C)cc(-c2csc(NC(=O)CCc3nc4ccccc4c(=O)[nH]3)n2)c1C	-1	15*	-1	0.1	1	3	-1	-3	25
16	O=C(O)c1ccc(-c2noc(-c3cccc(Cl)c3)n2)cc1	.	.	2	.	7	.	0	-4	.
17	O=C(CSc1ccsc1[N+](=O)[O-])N1CCCCC1	-1	-5	0	1.2	4	2	3	-3	-14
18	COc1ccc(-c2cc(C(=O)O)c3c(C)nn(-c4ccccn4)c3n2)cc1	0	-1	16	0.1	1	-4	.	4	-2
19	Cc1cc(O)c2c(c1O)C(=O)[C@]13C(=C2O)C(=O)[C@@H]2[C@@H](O)[C@H]1[C@@H]1[C@H](O)[C@H]3C(=O)C3=C(O)c4c(O)cc(C)c(O)c4C(=O)[C@]312	.	.	-16	.	-16	.	43*	-6	.
20	CCOC(=O)C1=C(COc2ccccc2)NC(=O)NC1c1ccc(Br)cc1 (stereo not given)	3	9	-8	3.3	-1	-2	3	3	2
21	CCN1CCN(c2cc(C)c3cc(NC(=S)N4CCOCC4)ccc3n2)CC1	-2	5	-13	-1.2	5	1	-3	-7	0
22	COc1ccc(-c2nc(CSCC(=O)N3CCN(c4cccc(C)c4)C(C)C3)c(C)o2)cc1OC (stereo not given)	-13	2	3	3.0	2	-1	6	2	23
23	Cc1onc(-c2c(F)cccc2Cl)c1C(=O)NNC(=O)C1CCN(Cc2cccc(F)c2)CC1	-4	0	8	0.1	1	-2	-2	6	-1
24	N#Cc1cccc(CSc2ncnc(N)n2)c1	-3	2	1	2.4	1	-5	-2	3	-8
25	Cc1ccc(NC(=O)Cc2c[nH]c3ccccc23)cc1S(=O)(=O)N1CCCCCC1	-4	-1	-1	3.0	26	5	2	3	4

Just proCasp3 act, AHR act and PP1 inh, for some of the entries so far:
item	Structure	proCasp3 act	AHR act	PP1 inh
12	O=C1CC(c2ccncc2)c2cc3c(cc2N1)OCO3 (stereo not given)	-3	2	-3
13	OCCN(CCCn1c(-c2ccncc2)nc2ccccc21)c1nc(CN2CCCCC2)cs1	5	14	-4

Other entries
nr	molecule	CTSL1 counter	PP1 inh	proCasp7 act	PP5 primary	AHR act	TPT1 inh	PAFAH2 inh	proCasp3 act	core dimer inh
26	CCSc1nnc(NC(=O)C(C)C)s1	3	-1	3	2.6	4	-2	-3	-1	-1
27	CCOC(=O)CC(NC(=O)c1cc2ccccc2oc1=O)c1cccc([N+](=O)[O-])c1 (stereo not given)	2	0	4	-1.4	1	-3	-15	3	-2
28	O=C(NCc1ccco1)C(=O)c1c[nH]c2ccccc12	5	-2	2	-0.4	-7	0	2	4	-5
29	Cc1ccc(OCCn2cc(/C=C3\C(=O)NN(c4ccccc4)C3=O)c3ccccc32)cc1	1	2	0	4.2	6	-1	-7	-5	45
30	COc1ccc(N2CC(C(=O)NC3CC(C)(C)NC(C)(C)C3)CC2=O)cc1 (stereo not given)	1	-12	7	1.2	2	3	-1	9	1
31	Cc1cccc(Cc2cnc(N3C(=N)SC(c4ccccc4)C3=O)s2)c1 (stereo not given)	2	15*	-2	2.8	13	2	12	-3	17
32	Cc1cc(C)cc(C(=O)NC(=S)Nc2ccc(-c3cc4ccccc4oc3=O)cc2)c1	3	2	3	0.3	-10	-1	-3	5	-14
33	CC(Sc1nc2sccc2c(=O)n1-c1ccccc1)C(N)=O (stereo not given)	2	-2	-6	2.4	3	-1	1	5	18
34	CSc1cccc(NC(=S)N(CCCN2CCCC2)Cc2cccn2Cc2ccc(Cl)cc2)c1	1	7	-28	-1.1	6	-4	0	-3	-8
35	Cc1ccc(C)c(/C=N/NC(=S)NC(C)C)c1	4	6	2	1.3	-2	0	2	-6	-1
36	CCc1cc(=O)oc2c(C)c(OCC(=O)NCc3ccccn3)ccc12	-2	-3	5	0.6	41	0	8	-2	4
37	CCN(CC(=O)Nc1ccccc1OC)C(=O)C1CCC1	-1	-4	10	1.0	2	-1	4	-5	0
38	CCS(=O)(=O)CCSC1OC(COC(C)=O)C(OC(C)=O)C(OC(C)=O)C1OC(C)=O (stereo not given)	6	-3	3	0.5	2	2	-4	3	-2
39	COCCN1C(=O)C(CC(=O)Nc2ccc(C(C)=O)cc2)SC1=Nc1ccccc1 (stereo not given)	2	2	-5	2.5	5	0	5&1	-3	-9
40	COc1ccc(-c2c3c(cc4ncn(Cc5ccccc5)c24)COC3=O)cc1	.	-2	-1	3.0	-1	.	0	4	.
41	COCCCNC(=O)c1cc(Sc2ccc(F)cc2)nc2ccccc12	6	-2	2	-1.1	0	1	3	-3	-4
42	Cc1ccccc1S(=O)(=O)Nc1nc2ccccc2nc1NCCO	3	-1	3	0.7	7	-7	7	2	-3
43	CCC(C)c1ccc(O)c(NC(=O)c2cncc(Br)c2)c1 (stereo not given)	2	4	-1	0.8	21	2	7	1	-1
44	c1cncc(CNc2ccc3c(c2)OCO3)c1	0	-1	-28	2.1	29	-11	-2	-25	-5
45	CSCC[C@H](NC(=O)OC(C)(C)C)C(=O)N/N=C/c1cccc2nccnc12	8	-4	12	0.2	3	2	0	4	-1
46	CN(C(=O)c1ccccc1)C1(C)CCS(=O)(=O)C1 (stereo not given)	-2	-2	13	0.5	0	2	2	10	-1
47	Cn1c(Cn2nnc3ccccc32)nnc1SCC(=O)c1ccc(F)cc1	0	-1	6	0.5	0	-2	6	4	-3
48	O=C(Nc1ccc(F)cc1)C(c1ccccc1)N1CCN(CC(=O)N2CCCC2)CC1 (stereo not given)	.	-6	15	-2.9	0	.	-2	-2	.
49	CCOc1ccc(CCNC(=O)CS(=O)Cc2nc(-c3ccc(C)cc3)oc2C)cc1OCC (stereo not given)	2	0	-6	-1.1	4	-1	0	5	5
50	C#CC(C)(C)NC(=O)CSc1nc2c(c(=O)n(C)c(=O)n2C)n1CCCC	-1	-6	4	-0.4	-1	0	-6	5	-2
51	CCCC(=O)Nc1cc(Cl)ccc1N1CCN(C(=O)CC)CC1	-3	-2	0	-2.7	-8	3	7	-5	7
52	Cc1ccc(S(=O)(=O)N(CC(=O)Nc2ccc(Cl)c([N+](=O)[O-])c2)C2CCCCC2)cc1	5	-5	1	-1.5	0	-2	-24	-3	9
53	CC(C)c1cccc(C(C)C)c1NC(=O)c1ccc(OCC(=O)NCc2ccccc2)cc1	0	-1	6	-1.8	0	3	.	-12	-3
54	COc1ccc(-c2csc(Nc3ncccc3C)n2)cc1	2	-1	4	2.7	37	-1	-2	-1	-1
55	CC(C)c1nnc(NC(=O)COc2ccccc2[N+](=O)[O-])s1	-3	-4	4	-0.2	-5	-2	.	2	4
56	O=C(CCc1nnc(C2CCCCC2)o1)NCc1ccc(F)c(F)c1	4	-4	16	1.6	2	-1	7	2	-1
57	CC(C)CN1C(=O)c2ccc(NC(=O)Cc3ccccc3)cc2C1=O	2	-1	-1	-1.0	-2	-2	0	0	1
58	COc1ccc(S(=O)(=O)N(C)C[C@@H]2Oc3ccc(NS(=O)(=O)c4cn(C)cn4)cc3C(=O)N([C@@H](C)CO)C[C@@H]2C)cc1	.	.	5	.	0	.	5	2	.
59	CCOP(=O)(c1ccccc1Cl)C1(O)CCCCC1 (stereo not given)	-4	-12	-6	0.2	5	3	2	-7	-12
60	O=C(CC(C(=O)O)c1ccccc1)c1cccs1 (stereo not given)	-2	1	9	-2.3	-1	1	-2	-4	0
61	Cc1ccc(C(=O)NCC(=O)NCCc2ccc(S(N)(=O)=O)cc2)s1	1	-3	0	-3.3	0	-4	4	5	-1
62	O=C(c1ccccc1F)N1CCCC(C(=O)N2CCc3ccccc3C2)C1 (stereo not given)	1	-1	4	-0.2	-2	0	-5	-3	1
63	O=C(NCCC1CCCCN1S(=O)(=O)c1ccc(Cl)cc1)C(=O)NCc1ccncc1 (stereo not given)	6	31*	-2	2.1	11	1	5	2	0
64	Cc1ccc(S(=O)(=O)NCC(=O)N(CC2CCCO2)C(C(=O)NC2CCCCC2)C(C)C)cc1 (stereo not given)	-11	0	2	1.8	0	-2	-8	-3	10
65	Cc1ccc(C2=NN(C(=O)CSc3nnnn3C)C(c3ccco3)C2)cc1 (stereo not given)	.	-2	1	4.1	-1	.	0	6	.
66	CC(C)Oc1ccc(NC(=O)Oc2ccccc2)cc1	3	-1	3	2.3	2	-2	5	1	-1
67	O=C(c1ccc(Br)o1)N1CCc2ccccc21	-4	-7	0	-1.0	2	-1	.	6	4
68	COc1ccc(OCc2nnc(SCC(=O)NNC(=O)c3ccc(C)cc3)n2C)cc1	1	4	6	-0.1	-1	1	0	6	-6
69	CCCN(C(=O)CCc1ccc(OC)cc1)c1c(N)n(Cc2ccccc2)c(=O)[nH]c1=O	.	.	6	.	-1	.	0	1	.
70	CC(=O)Nc1ccc(Nc2nc3ccccc3nc2NS(=O)(=O)c2ccccc2)cc1	1	-1	5	-0.5	10	24	9	7	4
71	O=C(O)c1cc(NCc2ccccc2C(F)(F)F)ccc1N1CCOCC1	0	0	0	2.0	-2	-4	-1	-3	-5
72	CC(C)[C@H](NC(=O)OCc1ccccc1)C(=O)NC(C=O)Cc1ccccc1 (stereo not given in full)	113*	-4	-9	0.8	7	-3	1	5	-8

Screening data as filed in PubChem BioAssay.
